# Source: PubChem
# N-glyco inh: blocks N-linked glycosylation in D54 reporter cells; D54 ERlucT glycosylation luciferase reporter, 24 h; percent of 100 nM tunicamycin response; reporter increase, % at 12.5 µM; hit rate 0.23% among 360,000;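 active means mean luciferase reporter signal, scaled so untreated is 0 and the glycosylation-blocking control 100, at or above a set limit in every replicate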;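 further: luciferase carries N-glycosylation sites so blocking glycosylation raises the light; 0% = median of neutral control wells and 100% = median of 100 nM tunicamycin wells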
# PDI inh: blocks human protein disulfide isomerase activity. P07237. PDI insulin aggregation turbidity, A650, 90 min. inhibition, % at 10 µM. hit rate 0.052% among 350,000;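 active means mean inhibition across replicates of 30% or more, whatever share of single replicates reach that level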;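 further: absorbance from insulin aggregation driven by PDI reduction with DTT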
# MC4R antagonist: human MC4R antagonism in cAMP assay | P32245 | MC4R-expressing cells, MTII-stimulated cAMP, LANCE TR-FRET | inhibition, % at 6.5 µM | hit rate 0.48% among 360,000;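 active means inhibition above its plate's cutoff, the mean of tested wells on that plate plus 3 SD, cut at about 29% in these data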;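 further: 0% = Melanotan II alone and 100% = Melanotan II plus saturating MCL0020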
#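 Assay system: U2OS cells stably expressing human melanocortin 4 receptor (MC4R) / Dosing: 6.5 µM / Timing: compound 30 min, challenge 1 h, detection 1 h / Measured by: Eu-cAMP/anti-cAMP TR-FRET, emission 671 nm / Replicates: singlicate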
# Cardio protect: modulators protecting cardiomyocytes from myocardial damage | hit rate 0.63% among 360,000 | H9c2 cardiomyocytes, H2O2 injury protection, ATPLite, 2 h | AID 588492 | protection from H2O2 cell death, % at 20 µM;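 active means compounds giving at least 50% protection of heart cells from peroxide-induced death in the single-dose screen, raw or plate-pattern-corrected value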;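 further: 0% = DMSO wells with peroxide and 100% = DMSO wells without peroxide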
# ABHD5-PLIN5 inh: ABHD5-PLIN5 protein interaction inhibition; Q00G26+Q8WTS1; inhibition, % at 4 µM; AID 602281; Split G. princeps luciferase complementation, luminescence, 4 h; hit rate 0.78% among 360,000;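 active means inhibition above the mean inhibition across every tested compound plus 3 SD, cut at about 22% in these data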;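 further: 0% = DMSO only wells and the 100% control is not disclosed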
# Target sequence (Q00G26 whole entry, looked up): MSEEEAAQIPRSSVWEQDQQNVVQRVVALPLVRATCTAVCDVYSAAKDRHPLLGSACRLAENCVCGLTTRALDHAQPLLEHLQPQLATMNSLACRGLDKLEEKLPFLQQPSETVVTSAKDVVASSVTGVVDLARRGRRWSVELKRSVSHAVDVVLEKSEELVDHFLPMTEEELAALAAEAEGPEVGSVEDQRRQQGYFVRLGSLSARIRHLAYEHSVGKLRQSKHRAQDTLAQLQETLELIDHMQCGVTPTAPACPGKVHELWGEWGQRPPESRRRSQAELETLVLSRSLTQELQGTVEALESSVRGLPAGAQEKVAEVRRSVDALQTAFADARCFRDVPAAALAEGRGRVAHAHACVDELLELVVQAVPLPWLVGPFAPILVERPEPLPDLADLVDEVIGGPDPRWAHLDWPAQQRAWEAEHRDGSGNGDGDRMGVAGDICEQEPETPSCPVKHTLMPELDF
# Target sequence (Q8WTS1 whole entry, looked up): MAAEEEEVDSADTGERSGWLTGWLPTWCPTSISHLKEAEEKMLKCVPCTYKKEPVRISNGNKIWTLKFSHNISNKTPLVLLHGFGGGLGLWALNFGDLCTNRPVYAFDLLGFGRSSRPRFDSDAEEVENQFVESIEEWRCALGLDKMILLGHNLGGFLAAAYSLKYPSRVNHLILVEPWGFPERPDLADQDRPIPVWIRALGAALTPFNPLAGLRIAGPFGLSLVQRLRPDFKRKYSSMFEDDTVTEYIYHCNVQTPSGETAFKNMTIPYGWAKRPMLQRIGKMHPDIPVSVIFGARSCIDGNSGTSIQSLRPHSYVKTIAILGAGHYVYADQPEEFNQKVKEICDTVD
# CaV13 FRET inh: Primary screen for inhibitors of IQ motif and Ca2+-dependent inactivation inhibitor domain binding in CACNA1D, Förster resonance energy transfer in living cells, …; HEK cells, CFP/YFP FRET ICDI-IQ, plate reader, 10 min; percent FRET-ratio fall versus neutral wells; inhibition, % at 12.3 µM; hit rate 0.098% among 340,000;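 active means mean replicate inhibition of at least 30% and at least 1% of replicates passing that level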;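 further: 0% = median of the neutral control wells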
# ABCB6 inh 2: inhibitors of human ABC transporter ABCB6; Q9NP58; K562-ABCB6 porphyrin accumulation, flow cytometry, 1 h; active compounds read low; fluorescence ratio to DMSO, % at 10 µM; hit rate 0.19% among 360,000; AID 602162;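 active means fluorescence ratio to DMSO below 75%, the collection mean minus 3 SD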;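 further: signal is porphyrin accumulated inside mitochondria; 100% equals median channel fluorescence of DMSO control wells; lower ratio means ABCB6 inhibition with less porphyrin fluorescence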
# HTR2A ag: activates the mouse 5-HT2A serotonin receptor. AID 624169. activation, % at 7.6 µM. hit rate 0.66% among 360,000. P35363. CHO-K1 mHTR2A beta-arrestin complementation, luminescence; percent of 30 µM serotonin response;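 active means activation above a run cutoff, the mean activation of all tested compounds plus 3 SD, cut at about 14% in these data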;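 further: 0% = plate median of compound wells and 100% = 30 µM serotonin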
# MC4R barr agon: agonists of human melanocortin 4 receptor (MC4R) beta-arrestin; U2OS MC4R beta-arrestin complementation, luminescence; percent of melanotan II response, DMSO zero; activation, % at 8.9 µM; hit rate 0.98% among 360,000; AID 540308;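 active means activation above a per-plate cutoff, the mean activation of sample wells on that plate plus 3 SD, cut at about 8% in these data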
# Granule exo inh: lytic granule exocytosis inhibition | inhibition, % at 10 µM | hit rate 0.66% among 360,000 | TALL-104 LAMP-1 surface exposure, flow cytometry; cells stimulated with thapsigargin and PMA;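 active means inhibition above about 55%, limit read from the data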
# * hit, by the source's call; . = no result given.
SMILES,N-glyco inh,PDI inh,MC4R antagonist,Cardio protect,ABHD5-PLIN5 inh,CaV13 FRET inh,ABCB6 inh 2,HTR2A ag,MC4R barr agon,Granule exo inh
CCOc1ccc(N(CC)C(=O)c2nn(-c3ccc(OC)cc3)c(=O)c3c2c2ccccc2n3C)cc1,-5,-8,3,18,-2,-3,95,2,-1.2,-1
Cc1ccc(NC(=O)CN(C)CCOc2ccccc2)c([N+](=O)[O-])c1,-2,-7,2,-6,2,-2,87,0,1.1,24
CC(=O)c1ccc(OC(C)C)c(CN2CCCCC2)c1,4,-2,-12,0,10,-7,80,1,3.1,3
COc1ccc(/C=C/C(=O)NCC(=O)N/N=C/c2cccs2)cc1,-1,-10,-1,-4,2,-6,100,-2,-1.2,-16
CCOc1ccc(NC(=O)CS(=O)CC(=O)NC2CCCc3ccccc32)cc1 (stereo unspecified),-1,1,13,4,3,-7,101,-4,-1.9,-1
Cc1cc(SCC(=O)OCC(=O)NCc2ccc3c(c2)OCO3)c(C)cc1Br,1,0,-4,0,0,-4,100,-3,0.0,-2
Cc1ccc(C2C(C#N)=C(N)Oc3nc(-c4ccccc4)[nH]c32)o1 (stereo unspecified),3,-9,2,10,-21,.,97,3,1.3,4
CCCCCCCCCS(=O)(=O)N/N=C/c1cccc([N+](=O)[O-])c1,4,7,2,-12,3,-4,109,3,4.3,-3
O=C(Nc1cc(S(=O)(=O)N2CCOCC2)ccc1Oc1ccc(F)cc1)C1=COCCO1,2,-1,3,-2,-7,-6,96,2,-2.5,-16
Cc1ccc(N=C2CCCCCN2C)c(C#N)c1,.,6,-1,10,-4,-5,91,-2,-1.2,2
COc1ccc(C2=CCCCCC2)cc1OC,-1,6,-1,-2,-5,-6,96,-7,0.0,-16
Cc1ccc(CN2C(=O)CCC2(C)c2nnnn2-c2c(C)cccc2C)cc1 (stereo unspecified),.,.,.,.,4,-5,102,-3,.,-1
NS(=O)(=O)c1ccc(N/N=C/c2ccc[nH]2)c([N+](=O)[O-])c1,2,3,-21,-7,4,-12,98,-2,-2.1,0
O=C(CN1C(=O)COc2ccc(Cl)cc21)Nc1ccc2c(c1)OCCO2,-3,-12,-1,-1,9,-7,89,6,3.9,-2
COc1ccc2c(c1OC)C(=O)OC2Nc1nc(-c2cc3cc(Br)ccc3oc2=O)cs1 (stereo unspecified),4,-1,15,4,-1,-10,96,-3,0.3,-6
Cc1ccccc1-c1nc2sc3c(c2c(=O)o1)CCC3,1,-12,9,-20,3,.,102,3,-0.2,-4
CCCCCOc1ccc(C(=O)Nc2ccc(N3CCOCC3)cc2N2CCOCC2)cc1,-3,-10,3,-6,3,-18,99,-8,-0.5,7
O=C(NCc1ccncc1)C12CC3CC(CC(Cl)(C3)C1)C2,1,3,10,-5,0,-4,99,5,-0.8,1
Nc1nc(SCC(=O)NCc2ccc(F)cc2)[nH]c(=O)c1NC(=O)c1ccc(Cl)cc1,1,0,4,-2,2,-6,97,0,1.8,-7
CSc1ccccc1C(=O)Nc1ncc(C)s1,2,-16,10,-5,-1,-5,104,4,-2.2,-1
Cc1ccc(C)n1-c1sc2c(c1C#N)CCC(C)C2 (stereo unspecified),1,-3,-3,-8,-3,.,90,3,1.5,1
COc1cc(C(=O)NNC2=NC(C)(C)Cc3cc(C)c(C)cc32)cc(OC)c1OC,8,4,3,-3,-2,-7,96,-3,-1.5,-1
Cn1c(=O)[nH]c(=O)c2cc(C(=O)c3cc(F)ccc3O)cnc21,-1,-5,7,-5,-4,-4,93,-3,-2.4,-2
O=C(N=C1SC2CS(=O)(=O)CC2N1c1ccc(F)c(Cl)c1)C1CC1 (stereo unspecified),-1,-1,-3,-3,-1,-7,127,0,-2.6,-1
CSc1ccc(Cc2ccc(Cl)cc2Cl)nn1,-3,-3,-4,-5,-12,-4,104,-2,-1.3,6
O=C(Cc1cccs1)Nc1ccccn1,0,2,2,-1,1,-5,102,-1,2.6,-2
CC(=O)Nc1ccc(S(=O)(=O)N2CCN(CCCOc3cc(C)ccc3C)CC2)cc1,-2,6,1,-12,-6,-3,100,-8,1.7,0
CCC(=O)Nc1cc(C(=O)NCC2CCCN2CC)c(OC)cc1N(C)C (stereo unspecified),-1,2,16,7,-1,-11,98,-2,-0.3,0
COc1cc(OC)c(NC(=O)Cn2cnc3sc(C)c(S(=O)(=O)N4CCOCC4)c3c2=O)cc1Cl,5,-4,12,-2,0,-3,100,-10,-2.8,-2
CS(=O)(=O)N(CC(=O)Nc1ccccc1Sc1ccccc1)C1CCCCC1,-2,0,14,14,-6,-5,98,0,1.9,-2
Cc1ccc(NC(=O)CSCC(=O)N2CCOCC2)cc1,2,1,-5,-1,-2,-8,98,0,-0.8,1
CCNc1nc(CN2CCCCC2)nc2scc(-c3ccccc3)c12,-6,4,8,-21,3,4,107,-5,-0.6,7
O=S(=O)(c1ccc(NC(=S)NCCC(c2ccccc2)c2ccccc2)cc1)N1CCOCC1,-5,1,13,-19,-1,-4,93,-6,1.3,-7
O=C1N[C@H]2CC=C[C@H]2N(Cc2cccs2)c2ccccc21,54*,7,3,3,9,-7,104,-4,0.1,-2
COc1cc(C(C)=O)ccc1Oc1cc(NN2CCCCC2)c([N+](=O)[O-])cc1[N+](=O)[O-],-3,-1,1,-3,-1,-10,97,2,-0.4,-4
COc1ccc(N2CCN(CC(O)COc3ccccc3[N+](=O)[O-])CC2)cc1 (stereo unspecified),1,9,13,-10,6,-6,97,-9,-0.8,3
O=C(c1nc2ccccc2s1)N1CCN(c2ccccn2)CC1,0,7,21,3,1,-5,91,3,-1.3,4
Cc1ccc(NC(=O)C2CCN(S(=O)(=O)c3ccc4c(c3)OCCCO4)CC2)nc1,1,19,2,-5,-6,-1,92,-2,-3.2,5
COc1cccc(NC(=O)c2c(C)nn(-c3ccccc3)c2Cl)c1,3,-9,2,7,1,-5,101,-1,-2.3,1
CCC(=O)c1ccc(OCC(=O)O)cc1,-1,-3,8,-1,4,.,110,0,-1.4,-4
CC1(C(=O)Nc2cnc3ccccc3c2)CCN1Cc1ccccc1Cl (stereo unspecified),-10,5,6,-5,-7,-5,98,-3,1.4,-1
Cc1ccc(Oc2coc3cc(O)ccc3c2=O)cc1,1,-38,0,-4,-6,-20,96,5,-0.7,15
COc1ccc(S(=O)(=O)Oc2cccc(/C=N/N=C3/NC(=O)C(CC(=O)O)S3)c2)cc1 (stereo unspecified),1,3,10,3,0,-3,106,0,-1.2,-5
COc1ccc(NCc2nc3ccccc3n2C)cc1,-6,-5,8,-12,1,-6,101,4,-1.9,29
O=[N+]([O-])c1ccc(/C=N/Nc2nc3ccccc3o2)cc1,-1,-5,11,-4,4,-4,101,11,-1.3,2
O=[N+]([O-])c1cccc(-n2nnnc2CNCc2ccccc2)c1,2,-5,5,-10,6,-3,93,2,-1.6,2
C[C@H](CO)N1C[C@H](C)[C@@H](CN(C)C(=O)Nc2ccc(C(F)(F)F)cc2)Oc2ccc(NC(=O)Cc3ccccc3)cc2C1=O,0,-2,11,4,0,-5,97,4,-1.0,-2
COc1ccc(NC(=O)CN2C(=O)c3ccccc3Sc3ccc(C(=O)N4CCOCC4)cc32)c(OC)c1,1,0,7,4,-6,2,94,0,-0.5,-2
COc1ccc(Cc2n[nH]c(=O)c3ccccc23)cc1OC,2,1,10,62*,4,.,100,-2,2.6,2
NNC(=O)c1ccc(CSc2cccc3cccnc23)cc1,0,-4,7,-6,1,-2,92,3,-1.1,-1

# Next section
SMILES,N-glyco inh,PDI inh,MC4R antagonist,Cardio protect,ABHD5-PLIN5 inh,CaV13 FRET inh,ABCB6 inh 2,HTR2A ag,MC4R barr agon,Granule exo inh
COc1ccc(OC)c(CNC(=O)Cc2c(C(=O)O)[nH]c3ccccc23)c1,3,-3,2,0,-1,-6,95,0,-1.2,0
CC(NCCOc1ccccc1F)C(=O)Nc1ccc(S(N)(=O)=O)cc1 (stereo unspecified),0,4,10,-2,7,-18,96,-6,-1.2,-6
O=C(Nc1cccnc1)c1cc(-c2ccc(Cl)cc2)on1,1,-2,3,-24,-3,-5,99,1,0.0,1
CC(C)c1ccc2[nH]c3c(c2c1)[C@@H]1CCN2C(=O)CCC[C@H](C3)[C@H]12,2,2,4,-18,4,-10,98,2,0.2,-4
CCC[C@H]1CN(c2ccccc2)C(=O)[C@@H]1CC(=O)Nc1ccccc1,3,-4,-5,-1,-1,-6,96,-1,0.4,-7
CCOCCCn1c(=N)c(C(=O)NCCN2CCOCC2)cc2c(=O)n3cccc(C)c3nc21,-2,2,-3,15,-5,15,93,2,-2.8,-1
CCN1CCN(C(=O)CN(CCc2ccccc2)S(C)(=O)=O)CC1,3,-5,-4,0,2,-5,100,-1,-0.9,-1
CN(C(=O)COC(=O)c1ccc(Br)c([N+](=O)[O-])c1)c1c(N)n(Cc2ccccc2)c(=O)[nH]c1=O,1,8,10,-3,-3,-6,98,-7,-4.5,-9
NC(=O)C1CCN(C(=O)c2ccc3nc(N4CCCCC4)sc3c2)CC1,-3,14,0,0,1,-3,96,-1,-1.2,-6
CCc1nn(CC(=O)NCc2cccnc2)c(=O)c2cc3occc3n12,-2,12,4,3,-2,-3,99,10,-1.2,-7
O=C(O)c1ccccc1N(Cc1ccccc1)C(=O)CO/N=C/c1ccccc1,2,-9,7,-2,-15,-7,97,-1,0.2,-1
Cc1cc(C)cc(NC(=S)NCC2CCCO2)c1 (stereo unspecified),1,5,5,-2,-3,-5,96,-1,-1.4,-3
O=C(O)c1[nH]c2ccccc2c1C(c1c(F)cccc1Cl)c1c(C(=O)O)[nH]c2ccccc12,2,-1,7,2,2,0,98,-1,-0.2,-4
Cc1ccc2nc(-c3ccccc3N)[nH]c2c1,-15,-10,1,-19,-5,-4,93,3,-1.1,-2
CCC(CC)C(=O)c1c[nH]c(C(=O)NN)c1,6,-4,-22,1,-8,-18,92,-2,-2.8,0
COC(=O)c1ccc(-c2nc(-c3ccc(Br)o3)no2)cc1,4,2,-5,-19,4,-7,107,-6,-1.4,-1
COc1cc(CNCCc2c[nH]c3ccccc23)ccc1OCc1ccccc1F,3,1,-4,1,-6,-10,96,1,0.5,-3
CC(=O)c1c(C)[nH]c(C(=O)OCC(=O)NCCC(C)C)c1C,0,-13,0,-7,-1,-5,93,1,-1.2,2
CC(C)(C)NCCOc1ccc2ccccc2c1,2,3,6,4,-1,-3,97,-4,-0.7,1
CS(=O)(=O)N(Cc1ccc(Cl)cc1)c1ccc(C(=O)N/N=C/c2cc3ccccc3nc2Cl)cc1,3,-3,8,21,2,-9,92,4,1.3,2
COc1ccc(C(=O)Nc2nnc(CCS(=O)(=O)c3ccc(C)cc3)s2)cc1,0,-2,10,0,3,-5,102,-1,-3.0,-13
